MITF act: MITF TRPM1 promoter activation in melanoma cells; SK-MEL-5 TRPM1-promoter luciferase, 24 h; % of positive control, neutral wells = 0; activation, % at 12.5 µM; hit rate 0.75% among 300,000;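 active = mean activation of at least 80% with every replicate also reaching 80%; inconclusive = mean reaches 80% but some replicate falls short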;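 note: 0% = neutral control wells and 100% = parthenolide positive control wells; values of inactives mirror those of a sister screen read the other way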
CAL PDZ FP-1: inhibitors of human CAL PDZ peptide binding. inhibition, % at 20 µM. purified CAL PDZ, TMR-peptide fluorescence polarization, 1 h. Q9HD26. hit rate 0.02% among 330,000. AID 504414;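 active = highest replicate inhibition of at least 40%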;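 note: plate controls were DMSO neutral control wells for no effect and unlabeled competitor peptide control wells for full effect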
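Control set: unlabelled peptide and DMSO controls / Material: purified CerCALP PDZ construct / Timing: 1 h incubation at room temperature before polarization reading / Doses: 20 µM, one dose / Detection: fluorescence polarization (mP)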
Tat export inh: E. coli Tat transport inhibition; inhibition, % at 10 µM; AID 488895; hit rate 0.036% among 340,000; E. coli MC4100 TorA-mCherry Tat export, fluorescence;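 active = mean replicate inhibition at least 50% and at least half of replicates individually reaching 50%; inconclusive = only one of the two criteria met; inactive = neither criterion met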;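 note: exported cargo escapes ClpAP degradation while cytoplasmic cargo is degraded and loses fluorescence; 0% = median of neutral control wells and 100% = median of NaSCN control wells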
Wnt bcat act: activates Wnt/beta-catenin signaling in a reporter cell assay; activator, plate reader; activation, % at 9.35 µM; hit rate 1.2% among 300,000; in the data active = activation above about 30%, passing the limit was not always enough; inconclusive = no clear call, values can overlap the other calls;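 note: 0% = neutral control wells and 100% = positive control wells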
SR-BI uptake up: SR-BI HDL lipid transfer activation; CHO ldlA[mSR-BI] cells, DiI-HDL uptake fluorescence, 3 h; 100 = double the neutral-control signal; activation, % at 12.5 µM; hit rate 0.096% among 320,000;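 active = mean replicate activation of at least 60% and every replicate at or above 60%; inconclusive = mean or all-replicate condition met, but not both; inactive = mean below 60% and not all replicates reaching 60%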;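 note: 0% = median plate neutral-control signal and 100% = twice that signal; values of inactives mirror those of a sister screen read the other way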
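Material – SR-BI-overexpressing, LDLR-lacking CHO cells · Medium – BSA-supplemented, HEPES-buffered Ham's F12, pH 7.4 · Doses – single concentration · Times – compound with DiI-HDL co-incubation, 3 h at 37 °C · Measured by – bottom-read fluorescence, 550/595 nm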
SR-BI HDL uptake: inhibitors of mouse SR-BI mediated HDL lipid uptake; Q61009; AID 488896; inhibition, % at 12.5 µM; hit rate 0.96% among 320,000; ldlA[mSR-BI] CHO cells, DiI-HDL uptake fluorescence, 3 h;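 active = mean replicate inhibition of at least 70% and a set share of replicates each scoring 70 or more; inconclusive = meets just one of the two criteria; inactive = fails both criteria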;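 note: 0% = median of neutral control wells and 100% = median of positive control wells; values of inactives mirror those of a sister screen read the other way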
Target sequence (Q61009 whole entry, looked up): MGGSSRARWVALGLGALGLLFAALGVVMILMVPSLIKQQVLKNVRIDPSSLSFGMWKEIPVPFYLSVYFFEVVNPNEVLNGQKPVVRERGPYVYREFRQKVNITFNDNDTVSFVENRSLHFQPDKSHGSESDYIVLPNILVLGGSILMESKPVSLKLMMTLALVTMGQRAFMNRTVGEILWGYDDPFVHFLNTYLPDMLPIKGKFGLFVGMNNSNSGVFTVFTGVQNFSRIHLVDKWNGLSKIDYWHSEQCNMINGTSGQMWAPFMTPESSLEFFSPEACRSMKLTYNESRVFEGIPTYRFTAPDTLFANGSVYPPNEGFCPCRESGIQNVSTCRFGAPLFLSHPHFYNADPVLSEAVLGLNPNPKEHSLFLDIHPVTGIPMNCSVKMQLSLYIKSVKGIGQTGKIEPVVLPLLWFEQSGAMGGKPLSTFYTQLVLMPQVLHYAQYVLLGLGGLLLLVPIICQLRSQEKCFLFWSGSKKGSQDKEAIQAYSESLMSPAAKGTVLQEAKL
AddAB inh: less growth of phage-infected E. coli with AddAB; E. coli expressing H. pylori AddAB, absorbance growth; inhibition, % at 11.9 µM; hit rate 0.29% among 330,000; AID 435030; in the data active = inhibition above about 12%;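 note: 0% = vehicle wells of infected cells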
CAL PDZ FP-2: inhibitors of human CAL PDZ peptide binding; purified CAL PDZ, TMR-peptide fluorescence polarization, 1 h; inhibition, % at 24.9 µM; AID 602252; hit rate 0.92% among 300,000;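 active = mean inhibition of at least 30% with at least half of replicates also reaching 30%; inconclusive = no clear call, values can overlap the other calls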;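 note: 0% = DMSO neutral control and 100% = excess unlabeled competitor peptide PRC23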
phage Ecoli inh: E. coli growth loss with phage present; growth absorbance; hit rate 0.26% among 360,000; AID 651602; inhibition, % at 11.9 µM; in the data active = inhibition above about 11%
E coli growth: reduces bacterial viability in AddAB counter-screen. E. coli V3065 growth, OD600 absorbance, 18 h. hit rate 0.27% among 330,000. AID 449728. inhibition, % at 11.9 µM;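 active = inhibition above the campaign's mean inhibition across all tested compounds plus 3 SD, cut at about 9.9% in these data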;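 note: uninfected addAB+ strain grown without phage in ampicillin broth; 0% = DMSO wells and 100% = ciprofloxacin 0.95 µg/ml wells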
* marks the source's active call; other numbers are inactive results; ? = inconclusive; . = not tested or not shown.

compound | MITF act | CAL PDZ FP-1 | Tat export inh | Wnt bcat act | SR-BI uptake up | SR-BI HDL uptake | AddAB inh | CAL PDZ FP-2 | phage Ecoli inh | E coli growth
CC(/C=C/c1ccc(N(C)C)cc1)=N\N=C(/N)SC1CC(=O)N(c2ccc(C(=O)O)cc2)C1=O (centres undefined) | 16 | 0.0 | -12 | . | -54 | 54 | 0.5 | 10 | 0.6 | 0.9
Cc1ccc(S(=O)(=O)N2CCC(C(=O)N[C@H](C(=O)N3CCN(C)CC3)C(C)C)CC2)cc1 | -1 | -2.1 | 0 | . | 14 | -14 | 1.1 | . | -1.6 | 0.9
Cc1onc(-c2ccccc2Cl)c1C(=O)OCC(=O)Nc1ccc2c(c1)OCO2 | -2 | -0.7 | -4 | . | -17 | 17 | -0.6 | -6 | 2.9 | 0.6
CC(C)CC(=O)NC1(C(F)(F)F)C(=O)Nc2c1c(=O)n(C)c(=O)n2C (centres undefined) | -4 | 0.5 | 6 | . | -16 | 16 | 3.2 | -1 | 3.2 | -1.2
Cc1ccc(/C=N/NC(=O)c2cccnc2)s1 | . | 0.6 | -3 | -4 | 15 | -15 | 7.2 | . | 4.2 | 0.2
Cc1ccc(C)c(OCCn2c(=O)c3c(ncn3C3CCCC3)n(Cc3ccccc3)c2=O)c1 | 3 | -0.6 | -1 | . | -25 | 25 | 0.7 | 0 | 4.3 | -0.5
CCC(=O)Nc1cccc(-c2ccc(N3CCN(C)CC3)nn2)c1 | 85* | -0.3 | 1 | . | 22 | -22 | 2.0 | -7 | . | 1.4
N#Cc1cc([N+](=O)[O-])cnc1N(CCO)CCO | -7 | -0.7 | -10 | -3 | 33 | -33 | 0.1 | -4 | 1.7 | -2.5
CNC(=O)c1c(NC(=O)c2ccco2)sc2c1CCCC2 | 12 | -1.5 | -1 | 0 | -71 | ? | -0.1 | -5 | 2.6 | 0.0
COc1ccc(CCC(=O)N2CCCc3ccccc32)cc1 | . | -2.2 | -8 | 0 | . | . | 0.9 | -3 | 3.0 | -4.2
CC1=CC(C)(C)Nc2ccc(OC(=O)C(C)N3C(=O)c4ccccc4C3=O)cc21 (centres undefined) | -13 | -1.3 | 6 | 1 | -1 | 1 | 1.7 | -5 | 0.2 | 1.4
Cc1ccc(NC(=O)c2cnn(C)c2)cc1[N+](=O)[O-] | -1 | 0.1 | 0 | -1 | -8 | 8 | 1.5 | -4 | 4.4 | 1.8
COc1ccc(N2C(=NC(=O)C3CCCCC3)SC3CS(=O)(=O)CC32)c(OC)c1 (centres undefined) | 9 | -2.6 | -7 | -3 | . | 12 | 1.2 | 0 | 2.3 | -2.0
COc1ccc(S(=O)(=O)Nc2ccc3ccccc3c2)cc1C | -22 | -0.3 | 8 | 1 | -19 | 19 | 3.1 | -1 | 2.5 | 3.2
CC(Cc1ccccn1)NC(=O)c1ccc(OC2CCN(CCc3ccccc3)CC2)cc1 (centres undefined) | 58 | -1.9 | 2 | 13 | . | 11 | . | -2 | -0.2 | .
COc1ccc(-c2ccc(SCC(=O)c3ccc(F)cc3)nn2)cc1OC | -1 | -2.1 | 5 | 0 | -23 | 23 | 4.3 | -3 | -0.8 | -1.4
O=C(c1cncc(Br)c1)N1CCc2ccccc2C1 | -4 | 0.1 | 0 | -5 | 2 | -2 | 0.8 | 1 | 4.2 | -2.0
CCc1ccc(OCc2cnc(Cl)s2)cc1 | 70 | -0.6 | -9 | -1 | -4 | 4 | 4.8 | 3 | 3.5 | 0.6
CC(C)[C@H](NC(=O)C1CCN(C(=O)[C@H](Cc2ccccc2)NC(=O)OC(C)(C)C)CC1)C(=O)O | -2 | . | -2 | -2 | 8 | -8 | -0.5 | -7 | 2.8 | 1.4
COc1ccc(N(Cc2cc3cccc(C)c3[nH]c2=O)C(=O)C2CCCO2)cc1 (centres undefined) | -6 | -3.1 | 2 | 0 | . | . | 4.0 | 2 | 0.6 | 1.8
Cc1ccc(Cl)c(OCC(=O)OCC(=O)c2ccc[nH]2)c1 | -5 | -1.8 | -7 | 4 | -3 | 3 | 1.0 | -4 | 2.4 | 0.4
Cc1ccc(S(=O)(=O)N2CCN(C)CC2)c2nsnc12 | 0 | -0.8 | -11 | -2 | 4 | -4 | 3.3 | -4 | 4.7 | 3.0
COc1cccc(CCC2C(=O)CCCC2=O)c1 | -6 | 0.0 | 5 | -3 | 14 | -14 | . | . | 1.5 | .
O=C(Nc1ccccc1F)C1CCN(S(=O)(=O)c2cccc3nonc23)CC1 | -8 | -2.8 | -1 | -2 | 18 | -18 | 4.4 | 2 | 0.5 | 2.1
O=C(c1ccco1)N1CCN(C(=O)c2cc3ccccc3oc2=O)CC1 | -5 | -2.4 | -8 | -3 | -4 | 4 | -1.3 | 5 | 3.0 | -1.5
COc1ccc(NC(=O)CSCC(=O)N(C)Cc2cccc(OC)c2OC)cc1 | -2 | -2.0 | 8 | -2 | -4 | 4 | 4.1 | -4 | 2.9 | -0.4
Cn1c(Cc2ccccc2)nnc1SCc1nc2ccccc2c(=O)[nH]1 | -4 | -0.2 | 5 | -1 | 3 | -3 | -7.8 | -4 | 2.9 | -2.0
CC(=O)NCCC(=O)Nc1cc(S(=O)(=O)N2CCOCC2)ccc1N1CCOCC1 | -4 | -1.6 | -1 | 0 | 10 | -10 | 1.1 | -4 | 1.4 | 0.7
CCOC(=O)CCc1c(C)c2ccc(OC(C)C(=O)OCC)c(C)c2oc1=O (centres undefined) | 8 | -1.4 | 2 | -2 | -1 | 1 | 3.3 | -1 | -0.6 | -1.1
COC(=O)[C@@H](NC(=O)NCc1ccccc1F)C(C)C | 0 | -2.1 | -6 | . | 8 | -8 | 0.4 | -1 | -1.3 | -0.7
Cc1ccc(-c2nnc(Nc3ccc4c(c3)OCO4)c3ccccc23)cc1S(N)(=O)=O | -21 | 0.6 | -6 | -3 | -25 | 25 | -0.7 | . | 2.3 | -3.1
COc1ccc(NC(=O)CN(C)C(=O)c2cccc(S(=O)(=O)N3CCN(c4ccccc4)CC3)c2)cc1 | -27 | 0.8 | 4 | . | -18 | 18 | -1.5 | -5 | 1.3 | -1.7
COc1ccc(/C=N/n2cnnc2)cc1Cn1nc(C)c([N+](=O)[O-])c1C | -9 | -0.7 | 1 | -2 | 39 | -39 | -0.1 | -4 | 1.9 | 0.9
Cc1nc(NC(=O)c2cccnc2)ccc1Br | 34 | 0.1 | -2 | . | -5 | 5 | 4.2 | -1 | 3.6 | 2.4
O=C(NCC1CCCCC1)c1cccc(-c2ccc(O)cc2)c1 | -16 | -0.3 | 8 | -2 | . | . | 6.0 | 0 | 1.6 | 1.3
Cc1cc(C)cc(NC(=O)C(C)N2C(=O)c3ccccc3C2=O)c1 (centres undefined) | . | -0.7 | -4 | -2 | 7 | -7 | 1.8 | -8 | -1.2 | -0.7
COc1ccc(Cn2c(=O)[nH]c3cc(C(=O)NCCCOC(C)C)ccc3c2=O)cc1 | -7 | -3.4 | 11 | -4 | . | . | -1.3 | -4 | 0.8 | -2.4
c1ccc2c(c1)ncn2CCN1CCCCC1 | 0 | -2.6 | 5 | 2 | 13 | -13 | -0.6 | 0 | 3.0 | -1.6
C=CCn1cc(/C=C/c2cc[n+](C)cc2)c2ccccc21 | . | 1.1 | 3 | -1 | -3 | 3 | 1.0 | -6 | -0.7 | 0.1
COc1cc(C=O)ccc1Oc1ccc(S(=O)(=O)N2CCOCC2)cc1[N+](=O)[O-] | -5 | -0.1 | 0 | 0 | -30 | 30 | 0.8 | -5 | 2.3 | 1.8
COC(=O)Cc1ccc(NC(=S)N2CCN(c3cccc(O)c3)CC2)cc1 | -20 | 0.0 | 10 | . | 1 | -1 | 0.1 | -1 | 2.8 | -1.6
Cc1ccccc1CSCC(=O)N1CCN(c2ccccc2)CC1 | 17 | -2.6 | 2 | 3 | 2 | -2 | 2.9 | -2 | 2.8 | -4.3
CCOC(=O)Cc1csc(NC(=O)c2ccc([N+](=O)[O-])cc2[N+](=O)[O-])n1 | -9 | -0.1 | -11 | -3 | . | . | 2.1 | -3 | -0.4 | -1.4
Cc1ccccc1S(=O)(=O)N1[C@@H](c2ccccc2)C(C(=O)O)=CC[C@H]1c1ccc(Cl)cc1 | 3 | -1.5 | 15 | -1 | -1 | 1 | 1.0 | -4 | 3.0 | 0.2
Cc1cc(C)n(CCCNC(=O)C2CCC(=O)N(CCc3ccc(Cl)cc3)C2)n1 (centres undefined) | 1 | -0.1 | -11 | -2 | 1 | -1 | 0.8 | . | 3.5 | 0.1
Cc1cccc(NC(=O)NC(=O)c2ccccc2)n1 | 43 | -3.2 | 0 | 37* | -4 | 4 | 3.5 | -14 | 3.4 | -1.0
CC(C)c1ccc(CNc2nnnn2C)cc1 | . | -0.7 | -4 | 1 | ? | -130 | -0.2 | 0 | -0.3 | 3.2
Cc1ccc(SCCSc2ncccn2)cc1 | . | -0.7 | -10 | 25 | . | . | 3.9 | -3 | 2.7 | 2.2
CCc1ccccc1NC(=O)[C@@H]1CCC(=O)N1C1OC(=O)c2c1ccc(OC)c2OC (some centres undefined) | -2 | 0.1 | 2 | -1 | 17 | -17 | 2.2 | 2 | 3.4 | -1.7
Cc1csc(NC(=O)Cc2coc3cc(C)c(C(C)C)cc23)n1 | 5 | -0.7 | 9 | . | -61 | 61 | -0.3 | 1 | 1.6 | -2.1
O=C(CSc1nc(C(F)(F)F)cc(=O)[nH]1)N1CCC(Cc2ccccc2)CC1 | -2 | -2.6 | 5 | -1 | 12 | -12 | 3.3 | -2 | 3.3 | -1.9
Cc1cc(=O)oc2c(C)c(OCC(=O)N3CCN(c4cccc(Cl)c4)CC3)ccc12 | -5 | -3.3 | 8 | -2 | -44 | 44 | -0.1 | -2 | -0.6 | 0.4
Cc1cccc(NC(=O)/C(C#N)=C/c2cn(CC(=O)NCc3ccco3)c3ccccc23)c1 | -5 | 0.4 | 11 | . | -25 | 25 | 1.6 | -2 | 1.8 | -0.5
O=C(Cc1ccc(-c2ccccc2)cc1)NNC(=S)NCc1ccco1 | -8 | . | -3 | -11 | -20 | 20 | 0.5 | -2 | 5.5 | 0.9
COc1ccc(S(=O)(=O)N2CCN(c3cccc(C)c3C)CC2)cc1 | 1 | 0.0 | -1 | 2 | 10 | -10 | 3.3 | -2 | 1.7 | 2.1
Cc1noc(C)c1S(=O)(=O)N(C)C[C@H]1Oc2c(NS(=O)(=O)c3cn(C)cn3)cccc2C(=O)N([C@H](C)CO)C[C@@H]1C | -2 | 1.9 | 4 | -1 | 1 | -1 | 1.3 | -1 | 1.7 | -1.1

Source: PubChem BioAssay
